AI-2 QS mod: Vibrio harveyi AI-2 quorum sensing modulators, primary screen, JMH597 strain, luminescence/OD600 ratio; Vibrio harveyi JMH597 AI-2 luminescence/OD600 ratio, 9 h; active compounds read low; strain lacks LuxN and CqsS sensors; 0 = neutral-control median; activity change, % at 7.5 µM; 300,000 tested, 0.4% active; AID 2094, 2009; in the data active = activity change below about -75%, passing the limit was not always enough; inconclusive = no clear call, values can overlap the other calls;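 also: luminescence divided by OD600 gain over 9 h not by final OD600 alone; inactives centre near 13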
HDAC3 inh: HDAC3 deacetylase inhibitors, primary screen, biochemical, fluorescence, cell-free homogeneous. Histone deacetylase 3 (Homo sapiens), O15379. recombinant HDAC3, fluorogenic peptide/trypsin coupled. inhibition, % at 8.3 µM. 320,000 tested, 0.15% active. AID 2718, 2010; in the data active = inhibition above about 26%, passing the limit was not always enough; inconclusive = no clear call, values can overlap the other calls
Target sequence (O15379 whole entry, looked up): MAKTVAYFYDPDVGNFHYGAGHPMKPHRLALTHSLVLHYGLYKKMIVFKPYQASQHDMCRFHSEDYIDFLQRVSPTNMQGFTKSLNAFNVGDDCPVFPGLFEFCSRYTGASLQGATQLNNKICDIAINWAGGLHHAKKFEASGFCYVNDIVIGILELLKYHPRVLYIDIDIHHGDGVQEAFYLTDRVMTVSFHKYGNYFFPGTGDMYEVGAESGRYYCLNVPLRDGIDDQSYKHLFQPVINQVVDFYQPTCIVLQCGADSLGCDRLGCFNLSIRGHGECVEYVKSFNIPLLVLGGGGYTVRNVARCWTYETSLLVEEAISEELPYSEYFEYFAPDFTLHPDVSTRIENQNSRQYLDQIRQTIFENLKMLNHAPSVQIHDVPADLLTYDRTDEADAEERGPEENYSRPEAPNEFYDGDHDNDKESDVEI
HSF1 inhib: HSF1 inhibitors in luciferase reporter cells, primary screen, cell-based, NIH3T3, luminescence; NIH3T3-HGL HSE-luciferase, MG132-induced, luminescence 8 h; active compounds read low; activity change, negative = inhibition, % at 7.5 µM (by protocol); 300,000 tested, 0.77% active; AID 2098, 2009;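 active = more than half of replicate wells show activity change below -50%, luminescence cut by over half; inconclusive = some wells, but at most half, below -50%; inactive = no replicate well below -50%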;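 also: luciferase reports HSF-1 transcriptional activity via heat shock element; 0% = median of DMSO wells and -100% = zero luminescence signal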
HSF-1 act: HSF-1 activators, primary screen, NIH3T3-HGL cells, MG132 stress, luminescence, single point | activation, % at 9 µM | NIH3T3-HGL HSF-1 luciferase reporter, 8 h; 100% = twice DMSO control signal | 300,000 tested, 1.7% active;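 active = mean replicate activation of at least 50% with a set share of replicates each reaching 50%; inconclusive = only one of those two conditions met; inactive = mean below 50% and too few replicates reaching it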;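 also: 0% = median of the neutral control wells and 100% = twice that signal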
HSP90 refold inh: HSP90 inhibitors, primary screen, cell lysate, luminescence; Rabbit reticulocyte lysate, luciferase refolding luminescence, 3 h; 290,000 tested, 0.91% active; inhibition, % at 5.6 µM;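 active = inhibition above the screen-wide mean plus 3 SD, computed separately per campaign, cut at about 16% in these data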;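 also: 0% = DMSO wells and 100% = 60 µM geldanamycin wells; inhibitors lower the luminescence because luciferase stays unfolded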
Platelet DG rel: inhibitors of platelet dense granule secretion, primary screen, cell-based, MLPCN, human platelets. 300,000 tested, 0.22% active. inhibition, %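 (compounds screened at 7.5 µM in platelet-rich plasma)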. human platelet-rich plasma, SFLLRN dense granule ATP release, luminescence;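 active = mean replicate score, as percent of positive control, at or above 50; inconclusive = mean below 50 but at least one replicate at or above 50; inactive = mean and every replicate below 50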
GSK3B inh: human GSK3beta kinase inhibitors, primary screen, biochemical, cell-free homogeneous, HTS. GST-GSK3beta kinase, ADP-Glo luminescence, 60 min; active compounds read low. activity score (negative = inhibition), % at 10 µM. 300,000 tested, 0.038% active. AID 2097, 2009;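 active = more than half of replicate wells score below -50%, meaning over 50% inhibition versus plate controls; inconclusive = some replicates but at most half score below -50%; inactive = no replicate scores below -50%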;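 also: 0% = median DMSO wells and -100% = median GW8510 positive control wells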
Target sequence (P49841 whole entry, looked up): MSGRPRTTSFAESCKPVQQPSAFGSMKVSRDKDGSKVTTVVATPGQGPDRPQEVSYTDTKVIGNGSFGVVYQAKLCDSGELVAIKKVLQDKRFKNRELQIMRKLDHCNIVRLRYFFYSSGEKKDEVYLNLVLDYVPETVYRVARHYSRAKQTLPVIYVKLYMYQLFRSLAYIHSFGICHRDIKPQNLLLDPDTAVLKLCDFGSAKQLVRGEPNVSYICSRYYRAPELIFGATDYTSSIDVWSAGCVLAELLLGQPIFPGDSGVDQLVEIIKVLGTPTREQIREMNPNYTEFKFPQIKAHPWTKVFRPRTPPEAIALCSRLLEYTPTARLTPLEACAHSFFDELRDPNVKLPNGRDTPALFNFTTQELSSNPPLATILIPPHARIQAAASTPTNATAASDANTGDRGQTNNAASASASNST
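Test system: GST-fused GSK3beta enzyme, cell-free | Quantity: 1.6 ng GST-GSK3beta enzyme per well | Reagent: 25 µM ATP with peptide substrate | Schedule: 60 min enzyme reaction, room temperature | Signal: Luminescent ADP-Glo measurement of ADP formed | Read-out basis: Score relative to plate controls | Control set: DMSO and 20 µM GW8510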
GSK3 alpha inh: blockers of GSK3A enzyme activity – biochemical, luminescence, cell-free homogeneous, HTS, primary screen. Glycogen synthase kinase-3 alpha (Homo sapiens), P49840. GSK-3 alpha kinase, ADP-Glo luminescence, 60 min. inhibition, % at 10 µM. 320,000 tested, 0.1% active. AID 2650, 2010;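 in the data active = inhibition above about 50%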;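 also: GST-tagged GSK-3 alpha with peptide substrate and 25 µM ATP; 0% = DMSO neutral wells and 100% = GW8510 positive control wells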
PolyA inh: polyadenylation inhibitors in yeast reporter cells, primary screen, luminescence, S. cerevisiae; S. cerevisiae SKY197-pL101 polyadenylation reporter, beta-gal luminescence; efflux-impaired pdr1/pdr3 knockout yeast; score 100 = 6 SD above DMSO; calls only at 12 µM; 300,000 tested, 0.02% active;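 active = lowest replicate activity score at least 50, where 100 means six control SD above control mean; inconclusive = lowest score under 50 but half or more replicates reach 50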;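 also: yeast exposed to compound for 9 h at 30 °C; higher score means more reporter readthrough which indicates perturbed polyadenylation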
Dyrk1A ADPGlo: rat Dyrk1A kinase inhibitors, primary screen, biochemical, single point, plate reader; Dual specificity tyrosine-phosphorylation-regulated kinase 1A (Rattus norvegicus), Q63470; ADP-Glo luminescence, NFATc1 peptide; 310,000 tested, 0.43% active; inhibition, % at 12.5 µM; AID 504441, 2011; in the data active = inhibition above about 50%;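 also: plate controls were vehicle with enzyme for no effect and no enzyme for full effect; many of its hits are not listed in these tables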
* = called active by the depositor; i = inactive; ? = inconclusive; . = no result given.

SMILES	AI-2 QS mod	HDAC3 inh	HSF1 inhib	HSF-1 act	HSP90 refold inh	Platelet DG rel	GSK3B inh	GSK3 alpha inh	PolyA inh	Dyrk1A ADPGlo
Cc1ccc(N(C(=O)CNC(=O)c2ccco2)C(C(=O)NC2CCCCC2)c2ccncc2)c(C)c1 (stereo not drawn)	3	4	4	19	-2	4	3	-1	i	-9
CCN(CC)C(=O)CCSc1nnc(-c2ccco2)o1	5	-3	2	2	1	15	0	-2	i	-5
COCCSc1ccccc1C(=O)Nc1ccc2c(c1)OCCO2	-8	7	-11	-3	-3	-5	0	1	i	2
CCn1cc(C(=O)N2CCOCC2)c(=O)c2cc(S(=O)(=O)N(C)C3CCCCC3)ccc21	20	5	-6	-19	-1	0	1	-3	i	-9
Nc1nnn(CC(=O)N/N=C/c2cccc(Cl)c2)n1	0	16	-11	-4	0	0	0	-2	i	1
CCc1cccc(CC)c1-n1c(-c2cccnc2)n[nH]c1=S	27	9	-5	-2	2	-14	-2	-4	i	-5
COc1ccc(S(=O)(=O)N2CCC3(CC2)CC(=O)c2ccccc2O3)cc1	19	1	9	1	.	8	0	-1	i	-4
Cc1ccc2cc(CCNC(=O)c3ccc(S(=O)(=O)N4CCCCC4)cc3)c(=O)[nH]c2c1	17	-4	3	12	35*	-5	-3	.	i	-2
CCOC(=O)c1cc(-c2ccc(C)cc2)n(CCC(=O)NCCN(C)C)c1C	9	1	-7	-7	-2	-6	3	0	i	2
Cc1nc(NC(=O)/C=C/c2ccccc2)sc1C(=O)N1CCCCC1	-10	7	11	-5	10	5	3	-4	i	-2
CCOC(=O)c1c(CSc2cccs2)n(C)c2cc(Br)c(O)c(CN(C)C)c12	0	5	-2	-4	0	-5	-7	8	i	12
CC1CCc2nc3ccc(S(=O)(=O)N4CCC(C(=O)N5CCCCCC5)CC4)cc3c(C(=O)O)c2C1 (stereo not drawn)	8	-2	6	48	6	3	2	0	i	.
CCCCOc1ccc(Cc2cnc(N)nc2N)cc1	21	.	-9	0	0	-4	-2	3	i	1
CC(C)Cc1cc(C(=O)NCc2ccco2)no1	27	2	24	42	0	0	1	1	i	-2
O=C(c1ccccc1)N1CCN(C(=O)c2ccccc2)C1c1ccccc1	16	8	9	15	0	-1	2	-4	i	0
Cc1c(Br)c([N+](=O)[O-])nn1CC(=O)Nc1ccc(Cc2ccncc2)cc1	-18	7	-2	10	-2	-1	4	.	i	3
O=C(c1ccc(Cn2c(=S)[nH]c3cc4c(cc3c2=O)OCO4)cc1)N1CCN(c2ncccn2)CC1	.	4	-16	-17	0	5	.	0	i	.
CC(C)CNC(=O)c1oc2ccccc2c1COc1ccccc1	-4	4	5	25	4	-3	3	2	i	3
O=C1/C(=C\c2ccco2)SC(=S)N1c1ccc(O)cc1	-58	1	-1	8	-1	-11	-4	16	i	7
Cc1[nH]c(=O)[nH]c(=O)c1S(=O)(=O)N1CCCC(C(=O)N2CCN(c3cccc(C(F)(F)F)c3)CC2)C1 (stereo not drawn)	21	4	-2	-11	2	1	3	-3	i	3
CCCCNC(=O)NNC(=O)COc1cc(C)cc(C)c1	15	1	-9	12	1	5	1	-2	i	-5
Cc1ccc(S(=O)(=O)Nc2nc(C)c(C)s2)cc1	8	-1	8	4	4	2	0	-1	i	6
COc1ccc(CC(=O)N2CCN=C2SCc2cccc([N+](=O)[O-])c2)cc1	19	1	-2	22	0	-11	0	-3	i	.
CC(C)N(Cc1nc(-c2ccc(Cl)cc2)no1)C(=O)CN(C)S(=O)(=O)c1ccc(Cl)cc1	10	16	38	85*	5	-15	-6	-2	i	-2
CC(C)(C)C(=O)Nc1ccc(C(=O)Nc2cc(NC(=O)c3ccc(NC(=O)C(C)(C)C)cc3)cc(C(=O)O)c2)cc1	17	4	-13	-14	9	-14	2	-5	i	3
COc1cccc(NC(=O)c2ccc(S(=O)(=O)N3CCCCC3)cc2)c1	-2	-4	-2	6	-1	-9	-1	-3	i	-2
CCOc1ccc(C(=O)N2CCc3cc(OC)c(OC)cc3C2)cc1OCC	16	1	-8	-7	-3	2	2	-9	i	-1
Cc1ccc(NC(=O)C2CCN(S(=O)(=O)c3ccc4c(c3)oc(=O)n4C)CC2)cc1	6	4	-2	-2	-2	-4	0	-1	i	-3
CC(C)CCN(C(=O)CNC(=O)c1ccco1)C(C(=O)NC1CCCCC1)c1cccnc1 (stereo not drawn)	-1	1	-3	22	4	-3	1	-2	i	0
Oc1ccccc1/C=N/n1c(-c2cccs2)n[nH]c1=S	10	6	4	44	3	-6	3	2	i	-5
COc1ccc(NC(=O)CCN2CCN(S(=O)(=O)c3cc(Cl)ccc3OC)CC2)cc1	23	-1	0	-23	-1	-6	2	-1	i	.
CCCCOc1ccc(C(=O)N/C(=C/C=C/c2ccccc2)C(=O)NCCO)cc1	10	15	.	.	1	7	-1	-5	i	1
Cc1ccc(-n2nc(CC#N)c(C#N)c2N)cc1Cl	32	6	1	-5	3	4	-3	-1	i	4
CC(C)(C)[C@@H]1C=C(C(=O)Nc2ccccc2)O[C@H](OCc2ccc(CO)cc2)C1	15	18	-29	-30	7	2	-3	-2	i	10
CCN(CC)S(=O)(=O)c1ccc2oc(Nc3ccc(OC)cc3OC)nc2c1	22	4	-2	10	-1	-1	-1	-2	i	-8
Cc1ccc(S(=O)(=O)N2CCN(Cc3nc4sc(C)c(C)c4c(=O)[nH]3)CC2)cc1	6	-3	-7	2	6	5	2	-2	i	-6
Cc1noc(C)c1COc1ccccc1C(=O)NCCc1ccc(S(N)(=O)=O)cc1	17	7	-5	-5	-1	8	0	-4	i	-7
O=C(Nc1nc(-c2cccnc2)cs1)c1ccc([N+](=O)[O-])cc1	14	-2	10	13	1	3	1	0	i	-6
O=C1C2C3C=CC(c4ccccc4)(C2C(=O)N1c1cccc(Cl)c1)C1C(=O)N(c2cccc(Cl)c2)C(=O)C31 (stereo not drawn)	10	12	7	21	-2	3	2	-1	i	0
CCC1(C(=O)OC)NC(c2ccco2)C2C(=O)N(c3ccccc3)C(=O)C21 (stereo not drawn)	33	2	-7	5	-2	2	1	0	i	2
COc1ccc(CN2C(=O)c3ccccc3C2C(=O)NCc2cccnc2)c(OC)c1 (stereo not drawn)	14	-2	6	44	0	0	2	-4	i	7
CC(=O)NCC(=O)N1CCCC(C(=O)c2ccc3c4c(cccc24)CC3)C1 (stereo not drawn)	3	-15	-3	-9	-4	5	-1	3	i	-35
O=C(CCCNC(=O)c1ccc(Cl)cc1)Nc1ccc(S(=O)(=O)Nc2ncccn2)cc1	4	-5	-2	-4	-1	0	1	-1	i	-2
CNC(=O)c1[nH]cnc1C(=O)NCC(=O)OC(C)(C)C	9	-1	3	-8	-4	-2	2	0	i	4
Cc1c(NC(=O)Oc2ccccc2)sc(=S)n1C	8	-9	0	8	0	-5	-3	-3	i	5
Cc1n[nH]c(C)c1SCC(=O)Nc1ccc(F)cc1	35	-1	-6	1	-1	-7	-1	-2	i	-5
CN(Cc1ccccc1)C(=O)NC1CCCCC1	-48	-5	1	-18	1	6	0	1	i	1
O=C(CSc1ccc(-c2ccc(Br)cc2)nn1)N1CCOCC1	27	5	1	1	1	-3	1	1	i	-7
Cc1ccc(NC(=O)C[n+]2cc(-c3ccccc3)n3c2CCC3)cc1	24	2	1	-5	-1	-3	-1	-2	i	.
c1coc(-c2nnc(SCc3nc4ccccc4[nH]3)o2)c1	1	8	-27	-34	-4	-3	0	-1	i	6
CN1C(=O)C2CN(CCc3ccccc3)CNC2N(C)C1=O (stereo not drawn)	5	-4	-2	12	3	-2	4	-1	i	7
CC(=O)c1cccc(N(CC(=O)Nc2ccccc2F)S(C)(=O)=O)c1	6	1	2	13	-1	-4	1	6	i	2
Cc1ccc(C)c(NC(=S)NCCN2CCOCC2)c1	21	-2	-6	-10	-3	1	0	1	i	-2
O=C(C1=COCCO1)N(Cc1nnc(-c2ccc(Cl)cc2)o1)C1CC1	3	4	14	18	.	6	1	-1	i	-6
Cc1nc2ccccc2c(=O)n1NC(=O)Cc1ccc([N+](=O)[O-])cc1	-11	-6	-4	8	0	9	4	-2	i	-3
O=C(O)CSc1nc(-c2ccc(Cl)cc2)nc2c1oc1ccccc12	46	8	-1	11	0	-3	3	-1	i	-9
O=C1C(Cl)=C(N2CCOCC2)C(=O)N1c1ccccc1	-1	6	-11	-18	1	-5	1	-2	i	-2
COc1ccc(N(Cc2ccccc2)S(=O)(=O)c2cccc(C(=O)NC3=NCCS3)c2)cc1	3	1	7	-5	3	-6	-3	-1	i	9
NC(=S)NNC(=O)c1cccc(Br)c1	1	0	4	-8	0	4	-1	0	i	.
CCn1cc(C(=O)N2CCOCC2)c(=O)c2cc(S(=O)(=O)N(C)C)ccc21	22	12	-2	-6	1	1	5	-2	i	4
(list continues)
SMILES	AI-2 QS mod	HDAC3 inh	HSF1 inhib	HSF-1 act	HSP90 refold inh	Platelet DG rel	GSK3B inh	GSK3 alpha inh	PolyA inh	Dyrk1A ADPGlo
CCc1ccc(NC(=O)CCCN2C(=O)C3CC=CCC3C2=O)cc1 (stereo not drawn)	4	2	24	29	1	-1	3	-2	i	-3
Cn1cc(SCC(=O)Nc2nc3ccccc3s2)c2ccccc21	21	11	-4	8	8	?	-4	-4	i	-6
N=c1ncn(CC(O)CO)c2nc(N3CCOCC3)[nH]c12 (stereo not drawn)	6	8	-3	-4	0	4	-2	3	i	-3
COc1ccc(Br)cc1/C=N/NC(=O)c1nc(-c2ccccc2)n2c1CCCCC2	35	-2	-11	-1	-3	-1	-3	-3	i	-2
CCN(CC)CCCNC(=O)c1cn(CC(C)C)c(=O)c2c1c1ccccc1n2C	0	1	4	6	3	-1	-1	-1	i	0
COc1ccc(C(=O)Nc2cnc3sc(C)nn3c2=O)cc1	-11	9	-1	-3	1	13	3	1	i	2

Screening results from PubChem BioAssay.

Not all compounds are listed. The share of hits here may be higher or lower than overall.
